Screening data deposited in PubChem by Broad Institute.
GSIS activator – primary screen for activators of insulin secretion dependent on glucose, INS-1E cells, GLuc reporter luminescence; INS-1E GLuc reporter insulin secretion, 2-3 h; activation, % at 16.6 µM; AID 743287; actives 0.61% (n = 370,000);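 active means lowest replicate activation of at least 40%, so every replicate reaches that level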;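 further: 0% = median of neutral control wells and 100% = median of IBMX positive control wells; some compounds called inactive have numbers as strong as hits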
EWS-Fli block – inhibitors of EWS/Fli oncoprotein transcriptional activity | actives 0.67% (n = 350,000) | inhibition, % at 12.6 µM | A673 NR0B1-luciferase reporter, viability-normalised;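 active means mean inhibition of at least 50% after viability correction, with every replicate also passing that limit; inconclusive means mean reaches 50% but only one of two replicates passes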;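 further: firefly luciferase signal divided by Alamar Blue viability fluorescence both relative to DMSO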
CFTR F508del cor – correctors of CFTR F508del function in bronchial epithelial cells; activity (quench increase), % at 7.58 µM; actives 0.36% (n = 350,000); AID 720511; CFBE cells, YFP halide quenching; stimulated with forskolin plus potentiator P3; % fluorescence drop versus neutral controls;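 active means mean added fluorescence quench of at least 8% versus neutral control, with both replicates also reaching 8%; inconclusive means only one of the mean or replicate conditions met; inactive means mean below 8% and not both replicates reaching 8%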;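 further: cells transiently co-express mutant CFTR-F508del with the halide-sensitive YFP; corrector assay measuring rescue of mutant channel to the surface after 24 h compound exposure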
FN deposition inh – fibronectin deposition inhibition | AH1F fibroblasts, Alexa488-fibronectin deposition fluorescence, overnight | inhibition, % at 12.6 µM | actives 0.086% (n = 350,000) | AID 743247;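 active means mean inhibition across replicates of 30% or more, regardless of how many single replicates reach that level; inconclusive means mean under 30% yet at least half of replicates reach 30%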;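 further: positive control wells lacked labelled fibronectin entirely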
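Material: AH1F fibroblasts assembling fluorescent fibronectin matrix; amount: 10000 AH1F cells/well; medium: DMEM, 2% serum; reagent: Alexa488-fibronectin, 24 nM final in well; dosing: single compound dose, delivered by pin transfer; incubation: 1 h adhesion, overnight exposure; detection: fluorescence after three HBSS washes, excitation 485 nm, emission 525 nm; measure: fibronectin deposition inhibition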
miR-122 sensor – inhibitors of miR-122 in Huh7 cells; Huh7 miR-122 Renilla luciferase sensor, 48 h; neutral wells = 0, positive control = 100; activation (reporter increase), % at 12.5 µM; actives 0.3% (n = 340,000); AID 602342;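 active means mean replicate activation score at least 90 and every replicate individually at or above 90; inconclusive means only one of the two criteria met; inactive means neither criterion met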;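 further: higher luciferase means less miR-122 activity so hits act as miR-122 inhibitors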
DENV2 CPE – protects cells from dengue virus 2 cytopathic effect; CPE inhibition, % at 9.99 µM; AID 651640; actives 1.7% (n = 350,000); DENV2-infected cells, cytopathic effect rescue, plate reader; in the data active means CPE inhibition above about 20%, passing the limit was not always enough; inconclusive means no clear call, values can overlap the other calls; tested in BHK-21 cells;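 further: 0% = median of neutral control wells and 100% = median of positive control wells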
PAX8 reporter – lowers PAX8-driven luciferase in RMG-I cells. RMG-I TPO-luciferase reporter, SteadyGlo, 24 h. AID 652154. inhibition, % at 12.6 µM. actives 1.2% (n = 360,000);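 active means mean replicate inhibition at least 60% with every replicate also reaching 60%; inconclusive means only one of the two criteria is met; inactive means mean below 60% and not all replicates reaching 60%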;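 further: luciferase light reporting Pax8 driven TPO promoter activity; plate controls were median of neutral control wells for no effect and mitoxantrone controls for full effect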
The depositor's hits bear a star; ? = inconclusive; nt = not tested or not shown; & = joins results of further samples; [ ] = another dose, or the depositor's remark.

SMILES,GSIS activator,CFTR F508del cor,FN deposition inh,miR-122 sensor,EWS-Fli block,PAX8 reporter,DENV2 CPE
CC(NC(=O)c1c(F)cccc1Cl)c1ccc(-n2ccnc2)cc1 (stereo not drawn),6,-3.3,10,5,3,2,6
COc1ccc(NC(=S)NCC(O)c2ccccc2)c(OC)c1 (stereo not drawn),10,nt,-3,-5,2,-11,-8
CCCNC(=O)C[C@@H]1CC[C@H]2[C@H](COc3ccc(NC(=O)Cc4cccs4)cc3C(=O)N2C)O1,-2,-3.3,-5,207*[16.7 µM],2,-21,2
COc1ccccc1C#Cc1ccc2c(c1)[C@H]1[C@H](CCN1C(=O)c1ccc(F)cc1)[C@H](CO)N2,-2,3.9,7,-12[16.7 µM],14,29,?
CCC(C)(C)C1CCc2c(sc(NC(=O)c3ccccc3C(=O)O)c2C#N)C1 (stereo not drawn),nt,0.1,0,nt,-6,-13,-2
O=C(NCC1CC1)[C@@H]1[C@@H](CO)[C@@H]2Cn3c(ccc(-c4cccnc4)c3=O)[C@H]1N2Cc1nccs1,9,3.8,nt,0[16.7 µM],-2,-5,7
COc1ccc(C(=O)Cn2c(C(C)=O)nc3ccccc32)cc1,-10,2.3,6,-3,0,10,0
CCOc1ccc(NS(=O)(=O)c2cc(C(=O)N3CCC3)ccc2Cl)cc1,10,3.1,nt,9,3,4,47*
COc1ccc(C)cc1N(CC(=O)NC1CCCC1)C(=O)Cn1nnc(-c2ccc(C)o2)n1,-16,1.9,0,-1,5,20,-1
Cc1ccc(NNC(=O)CCc2ccccc2)c(C)c1,6,4.4,5,7,-6,-6,14
O=C(Cn1sc2ccccc2c1=O)Nc1ccc(F)cc1,31,-3.9,4,-6,25,17,-14
O=C(Nc1cccc(F)c1)N1CC(=O)N2[C@@H](CO)[C@H](c3ccc(C#Cc4cccnc4)cc3)[C@@H]2C1,-7,-0.1,nt,nt,nt,nt,-8
O=C(O)CSc1cc(NS(=O)(=O)c2ccc(Br)cc2)c2ccccc2c1O,-39,1.2,6,-1,-7,11,-3
Cc1ccc(CN2CCCCC2C(=O)Nc2ccc(Oc3cccnc3)cc2)o1 (stereo not drawn),-10,0.1,2,13,45,26,-6
O=C1C2CCCCN2C(=O)N1CCN1CCN(c2ccc(F)cc2)CC1 (stereo not drawn),-15,2.4,-10,7,7,-3,12
COC(=O)C1CC23C=CCN4CCC5(c6ccccc6NC15C2C)C43 (stereo not drawn),-5,10*,-19,148*,33,47,4
O=S(=O)(Nc1ccccc1)c1ccc(-c2csnn2)cc1,-15,0.3,-14,28,3,-16,-8
C[C@H](CO)N1C[C@H](C)[C@@H](CN(C)Cc2ccc(C(=O)O)cc2)Oc2ccc(N(C)C)cc2C1=O,22,1.7,nt,-9[16.7 µM],8,-1,6
CC1(C(=O)NS(=O)(=O)c2cccc(OC(F)F)c2)CCN1C(=O)Cc1cccs1 (stereo not drawn),2,0.0,-21,2,2,3,8
C[N+]1(CCCOC(=O)C2(c3ccccc3)CCCC2)CCOCC1,6,nt,-1,4,nt,6,nt
O=C(CCCn1c(=O)c2sccc2n(Cc2ccc(F)cc2)c1=O)NCc1ccco1,5,1.5,nt,1,28,nt,8
CCN1CCN(C(=S)NCC2CCCO2)CC1 (stereo not drawn),10,1.8,3,-4,2,-8,-7
Cc1ccc(C)c(OCCC(=O)NNC(=O)Cn2nc(C)cc2C)c1,2,2.9,-5,nt,5,10,0
C[C@@H]1CN([C@@H](C)CO)S(=O)(=O)c2ccc(C#CC3CC3)cc2O[C@@H]1CN(C)C(=O)c1ccncc1,4,-0.8,nt,-23[16.7 µM],6,nt,-2
C[C@@H]1CN([C@H](C)CO)C(=O)c2cccc(NC(=O)c3cnccn3)c2O[C@H]1CN(C)Cc1ccncc1,8,1.2,1,7[16.7 µM],14,8,1
CN(C)S(=O)(=O)c1ccc(C(=O)Nc2ccccc2C(=O)NCCCN2CCOCC2)cc1,nt,2.0,9,3,1,-18,1
CCN(CC)C(=O)c1ccc(Nc2nnc(-c3ccc(O)cc3)c3ccccc23)cc1,-6,1.6,1,0,15,15,-6
COc1ccc(-n2c(SCC(=O)NCC3CCCO3)nc3c(c2=O)SCC3)cc1 (stereo not drawn),8,-3.2,-21,-4,nt,nt,6
O=C(CSc1nc2cc(Cl)ccc2o1)NC1CC1,10,2.9,4,1,-10,-17,-11
COc1ccc(S(=O)(=O)N2CCCCCC2)cc1NC(=O)CCNC(=O)c1ccc(Cl)cc1,-12,-0.6,0,-1,-5,22,-3
CCC(=O)Nc1c(-c2ccc3ccccc3c2)nc2ccccn12,-1,0.5,-4,3,-42,-49,6
CC(C)C1NC(=S)N(Cc2ccccc2)C1=O (stereo not drawn),nt,nt,-2,2,nt,-8,nt
CN(C)CCCNC(=O)C[C@@H]1CC[C@H](NS(=O)(=O)c2ccccc2)[C@@H](CO)O1,2,0.3,9,nt,-6,3,-4
Cc1cc(NC(=O)COC(=O)c2c(C)c(C)c(C)c(C)c2C)no1,nt,-0.3,0,0,1,10,-4
CCc1ccc(OCC(=O)NNC(=O)Cc2ccc(S(=O)(=O)N3CCOCC3)s2)cc1,-29,-0.3,-6,nt,2,6,13
CCCCCn1nc(C(=O)OCC(=O)c2c(N)n(C)c(=O)n(C)c2=O)c2ccccc2c1=O,-7,0.1,1,10,-20,17,-4
Cc1ccc(NC(=O)CSc2nnc(C)c(=O)[nH]2)cc1C,2,nt,-2,nt,19,-11,-3
CC(O)(c1ccccc1)c1nc(-c2cccc(C(F)(F)F)c2)cs1 (stereo not drawn),-15,0.2,14,6,21,0,-2
S=C(NCCc1ccccc1)NC1CC1,-30,nt,5,-4,-3,7,3
C[C@@H]1CN([C@@H](C)CO)C(=O)c2cc(NC(=O)Cc3ccccc3)ccc2O[C@H]1CN(C)C(=O)NC1CCCCC1,-3,1.5,1,-2[16.7 µM],16,-10,-5
Cc1ccc(C(=O)N/C(=C\c2cccnc2)C(=O)N2CCCC2)cc1,3,-2.0,-3,7,2,14,6
C[C@@H]1CCCCO[C@H](CN(C)C(=O)Nc2ccc3c(c2)OCO3)[C@H](C)CN([C@H](C)CO)C(=O)c2cc(NC(=O)C3CCCCC3)ccc2O1,-6,3.8,nt,-9[16.7 µM],15,nt,2
Cn1cc(Br)c(NC(=O)/C=C/C(=O)O)n1,3,-3.2,6,-5,4,9,0
Cc1nc(COc2cc3oc(=O)cc(C)c3cc2Cl)cs1,8,-1.8,6,nt,nt,-11,-2
CN(Cc1ccon1)C(=O)CC1C(=O)NCCN1CC1CCCCC1 (stereo not drawn),2,1.6,nt,nt,3,-27,5
COc1ccc2[nH]cc(/C=C/c3cc[n+](C)cc3)c2c1,-2,-0.4,-49,-19,24,21,7
COc1ccc(NC(=S)N(CCN(C)C)Cc2cccs2)cc1,2,0.5,-3,17,5,0,0
CCOC(=O)N1C(=O)[C@@](c2ccc(Cl)cc2)(C(C)C)N1C(=O)OCC,-9,-0.7,-15,-8,10,69*,-3
O=C(Nc1ccc(Cl)c(Cl)c1)c1ccncc1,nt,nt,-4,17,nt,-36,nt
Cc1nnc(SCC(=O)N2CCc3ccccc3C2)s1,nt,nt,-5,-5,nt,-26,nt

(listing goes on)
SMILES,GSIS activator,CFTR F508del cor,FN deposition inh,miR-122 sensor,EWS-Fli block,PAX8 reporter,DENV2 CPE
Fc1cccc(CCN2C(=S)NC[C@@H]2CC2CCCCC2)c1,-18,0.8,8,1,0,11,-2
O=C(c1ccc(N2CCN(C(=O)c3ccccc3Br)CC2)cc1)c1cccc(F)c1,4,4.1,nt,-15,nt,-2,?
CCn1cc(Cl)c(C(=O)NNC(=O)CCn2nc(C)c([N+](=O)[O-])c2C)n1,nt,nt,-2,nt,4,1,-6
CCOc1ccc(N(CC(=O)NCc2ccccc2)C(=O)Cn2nnc(-c3ccc(C)o3)n2)cc1,-77,-1.2,1,-6,3,-2,-7
CC(CNC(=O)c1cc(COc2ccc3ncccc3c2)on1)c1ccccc1 (stereo not drawn),-27,1.5,10,-7,39,36,16
Cc1cccc(C)c1Cn1c(C)c(C(=O)NCc2ccc([N+](=O)[O-])cc2)sc1=O,-20,0.0,1,nt,9,25,3
COc1ccc(NC2CCCN(C(=O)CCCN3CCCCC3=O)C2)cc1 (stereo not drawn),0,-1.9,-2,-5,-1,-14,2
CN(C)c1ccc(S(=O)(=O)N2CCCCC2)cc1NC(=O)CCNC(=O)c1ccc(Cl)cc1,-16,-3.7,-6,-5,6,-16,-11
COCCCNC(=S)N1CCN(c2nc(-c3cccc(OC)c3)cs2)CC1,2,-7.0,7,-9,-1,5,5
COc1ccc(NC(=O)N(C)C[C@H]2OCCCC[C@@H](C)Oc3ccc(NS(=O)(=O)c4cn(C)cn4)cc3C(=O)N([C@@H](C)CO)C[C@H]2C)cc1,17,0.4,nt,-4[16.7 µM],-5,-3,6
CCC(C)c1ccc(NC(=S)NC(C)C2CCCO2)cc1 (stereo not drawn),-8,0.9,nt,nt,-3,-28,-4
CCN1C(=O)[C@H]2[C@@H](c3ccc(C)cc3)N3C(=O)N(c4ccccc4)C(=O)[C@@]3(Cc3ccccc3)[C@H]2C1=O,-15,0.9,nt,-1,-33,-47,9
O=C(COc1ccccc1[N+](=O)[O-])OCC(=O)c1ccc(Br)s1,nt,0.0,2,nt,6,-6,-4
Clc1ccc(Nc2nc(N3CCOCC3)nc(N3CCOCC3)n2)cc1Cl,-16,-5.1,-2,0,6,12,3
CCCNC(=O)Nc1ccc2c(c1)C(=O)N(C)C[C@H](OC)[C@H](C)CN[C@@H](C)CO2,7,-4.6,1,nt,-7,2,?
C[C@H]1CN([C@@H](C)CO)C(=O)CCCn2nncc2CO[C@H]1CN(C)C(=O)c1ccc2ccn(C)c2c1,0&10,-2.4&-1.5&1.5,3&-7,1,4&-1&-10,3&0,6&-2&3
CC(C)Nc1ncnc2c1ncn2[C@H]1CN(C2CCCC2)C[C@@H](CO)O1,19,-1.7,-15,-2,2,-7,5
CNC(=O)CSc1n[nH]c(-c2cc(Cl)ccc2OC)n1,6,-1.1,nt,nt,-1,6,0
